# MEP2 TOR yeast – modulators of MEP2-GFP levels in yeast, primary screen, S. cerevisiae, multiplex flow cytometry, MLPCN library | S. cerevisiae MEP2-GFP strain, 3 h; 100% = DMSO control level | GFP response vs DMSO, % at 10 µM | actives 0.51% (n = 330,000);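 active = GFP response versus DMSO above a set limit, roughly screen mean plus 3 SD, cut at about 180% in these data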;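 note: median GFP fluorescence of the barcode-gated MEP2-GFP cells per well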
# proCasp7 act – procaspase-7 activators, primary screen, counter-screen for procaspase-3 activator project, biochemical, absorbance, HTS, human. actives 0.093% (n = 330,000). Caspase-7 (Homo sapiens), P55210. recombinant procaspase-7, Ac-DEVD-pNA absorbance 405 nm; D23A/D198A/D206A triple mutant, cannot self-cleave; scale: DMSO 0, 5 µM enzyme 100. activation, % at 8.5 µM;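 active = percent activation above the screen-wide mean plus 3 SD, cut at about 25% in these data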
# Target sequence (P55210 whole entry D23A/D198A/D206A): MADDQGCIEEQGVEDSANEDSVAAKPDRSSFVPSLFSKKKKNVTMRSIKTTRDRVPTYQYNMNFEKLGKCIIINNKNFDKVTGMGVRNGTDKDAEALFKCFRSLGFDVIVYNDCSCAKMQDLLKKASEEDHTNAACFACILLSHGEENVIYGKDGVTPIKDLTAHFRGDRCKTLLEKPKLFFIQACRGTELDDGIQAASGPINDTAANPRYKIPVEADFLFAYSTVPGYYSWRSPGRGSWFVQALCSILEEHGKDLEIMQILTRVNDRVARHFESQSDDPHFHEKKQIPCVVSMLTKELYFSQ
#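 Assay system: Uncleavable procaspase-7 mutant enzyme / Input: 2 µM procaspase-7 mutant as dispensed / Dosing: single nominal 8.5 µM compound dose, 0.8% DMSO final / Timing: 1 h enzyme–compound preincubation and 2 h substrate reaction, both 25 °C / Detection: p-Nitroaniline absorbance at 405 nm, read at 0 and 120 min / Replication: singlicate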
# AHR act – AHR activators, primary screen, cell-based, luminescence, luciferase reporter, human; Aryl hydrocarbon receptor (Homo sapiens), P35869; AHR-responsive luciferase reporter cells; actives 2.5% (n = 320,000); activation, % at 5 µM; in the data active = activation above about 47%;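 note: 0% = vehicle wells and 100% = reference agonist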
# CR mimetic SO – reduction of superoxide in aged yeast, primary screen, HTS; S. cerevisiae aged cells, superoxide DHE fluorescence; hits give low values; superoxide response (% of plate mean), % at 10 µM; actives 0.18% (n = 330,000); AID 2690, 2010;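 active = superoxide response under a set limit, about three screen SD below normal, cut at about 65% in these data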;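 note: yeast aged for seven days with compound at 30 °C before DHE staining; 100% = average MFI of all compound-treated wells on the plate with controls excluded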
# RPL19A TOR yeast – RPL19A-GFP expression modulators in yeast, primary screen, cell-based, S. cerevisiae, multiplex flow cytometry, MLPCN. AID 2025, 2009. actives 0.3% (n = 330,000). S. cerevisiae RPL19A-GFP strain, 3 h; hits give low values. percent response vs DMSO, % at 10 µM;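 active = percent response vs DMSO below 50%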;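 note: median channel GFP fluorescence of the barcoded RPL19A-GFP strain; ratio of sample median GFP to plate DMSO average so 100% = DMSO; lower means less RPL19A-GFP as with rapamycin TOR inhibition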
# LAP4 TOR yeast – modulators of LAP4-GFP expression in yeast, primary screen, S. cerevisiae, multiplex flow cytometry, MLPCN library; GFP response vs DMSO, % at 10 µM; 3 h; median GFP as percent of DMSO wells; actives 0.34% (n = 320,000);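 active = GFP response vs DMSO above a set limit, about the screen mean plus 3 SD, cut at about 150% in these data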
# procasp3 activ – activators of human procaspase-3 D3A mutant, primary screen, biochemical, absorbance, PC-3 D3A mutant, single concentration; Caspase-3 (Homo sapiens), P42574; recombinant procaspase-3 D3A, Ac-DEVD-pNA absorbance 405 nm; actives 0.11% (n = 330,000); activation, % at 8.5 µM;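 active = activation above the mean of all tested compounds plus 3 SD, cut at about 21% in these data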;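 note: 0% = DMSO alone and 100% = DMSO wells spiked with extra 5 µM PC-3 D3A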
# Target sequence (P42574 whole entry D9A/D28A/D175A): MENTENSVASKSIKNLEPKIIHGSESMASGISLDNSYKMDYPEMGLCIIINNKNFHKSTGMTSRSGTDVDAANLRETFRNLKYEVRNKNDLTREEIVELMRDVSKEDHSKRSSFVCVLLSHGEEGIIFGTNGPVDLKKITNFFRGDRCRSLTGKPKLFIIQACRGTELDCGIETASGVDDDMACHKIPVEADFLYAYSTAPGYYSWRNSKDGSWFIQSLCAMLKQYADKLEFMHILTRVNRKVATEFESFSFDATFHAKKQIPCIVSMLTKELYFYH
#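 Evaluation: percent activation relative to control range; Material: Procaspase-3 D3A mutant, all three cleavage aspartates alanine; Compound: single dose, 8.5 µM nominal compound, 0.8% DMSO; Replication: one well per compound; Signal: absorbance at 405 nm, 0 and 120 min; Schedule: 1 h preincubation plus 2 h reaction at 25 °C.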
# GASC-1 inh – inhibitors of GASC-1 histone demethylase, primary screen, biochemical, fluorescence, DELFIA europium | Lysine-specific demethylase 4C (Homo sapiens), Q9H3R0 | GST-JMJD2C(1-420) H3K9me3 demethylation | inhibition, % at 2.35 µM | actives 0.069% (n = 330,000) | AID 2099, 2009;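 active = more than half of a compound's replicate wells show inhibition beyond 50%, single wells judged on their own value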;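 note: signal counts dimethyl H3K9 product captured on neutravidin plate; 0% = median of DMSO wells and 100% = 0.3 times that DMSO median; strong numbers were not always called active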
# Target sequence (Q9H3R0 1-420 limits assumed): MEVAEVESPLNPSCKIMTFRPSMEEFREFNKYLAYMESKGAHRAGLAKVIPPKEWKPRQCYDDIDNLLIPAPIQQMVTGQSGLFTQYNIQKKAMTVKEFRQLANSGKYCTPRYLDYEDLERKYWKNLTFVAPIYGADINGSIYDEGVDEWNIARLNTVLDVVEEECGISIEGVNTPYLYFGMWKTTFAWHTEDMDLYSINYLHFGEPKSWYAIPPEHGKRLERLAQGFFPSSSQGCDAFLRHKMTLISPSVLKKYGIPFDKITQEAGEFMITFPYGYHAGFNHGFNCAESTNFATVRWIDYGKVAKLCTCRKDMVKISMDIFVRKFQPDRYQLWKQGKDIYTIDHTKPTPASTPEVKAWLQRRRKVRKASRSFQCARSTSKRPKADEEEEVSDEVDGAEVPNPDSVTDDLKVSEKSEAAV
# * hit, by the source's call; i = inactive; nt = not tested or not shown; & = joins results of further samples; [ ] = remark or other dose.
# Start of the data: the first six entries as a preview:
SMILES,MEP2 TOR yeast,proCasp7 act,AHR act,CR mimetic SO,RPL19A TOR yeast,LAP4 TOR yeast,procasp3 activ,GASC-1 inh
O=C(CSc1ccc([N+](=O)[O-])cn1)Nc1ccc2c(c1)OCCO2,82,-2,2,98,83,85,-1,1
CCOC(=O)c1c(C)[nH]c(C)c1S(=O)(=O)N(C)CC(=O)Nc1ccc(C)cn1,112,-2,6,88,99,100,-3,20
Cc1ccc(C(=O)NCCN2C3=NC[C@@H](Cc4ccccc4)N3C[C@H]2Cc2ccc(O)cc2)cc1Br,nt,-10,12,nt,nt,nt,-5,-5
CC(C)COC(=O)C(N)C(C(=O)OCC(C)C)c1ccccc1 (stereo unspecified),102,4,-1,90,108,111,4,17
CCOC(=O)C1/C(=N\O)CC(C)(O)C(C(=O)OCC)C1c1ccc(OC)c(OC)c1 (stereo unspecified),97,-12,-2,89,96,93,2,6
Cc1ccc(S(=O)(=O)NCCNC(=O)C2CCCNC2=O)cc1 (stereo unspecified),92,3,1,92,96,92,3,2

# The listing, from the start:
SMILES,MEP2 TOR yeast,proCasp7 act,AHR act,CR mimetic SO,RPL19A TOR yeast,LAP4 TOR yeast,procasp3 activ,GASC-1 inh
O=C(CSc1ccc([N+](=O)[O-])cn1)Nc1ccc2c(c1)OCCO2,82,-2,2,98,83,85,-1,1
CCOC(=O)c1c(C)[nH]c(C)c1S(=O)(=O)N(C)CC(=O)Nc1ccc(C)cn1,112,-2,6,88,99,100,-3,20
Cc1ccc(C(=O)NCCN2C3=NC[C@@H](Cc4ccccc4)N3C[C@H]2Cc2ccc(O)cc2)cc1Br,nt,-10,12,nt,nt,nt,-5,-5
CC(C)COC(=O)C(N)C(C(=O)OCC(C)C)c1ccccc1 (stereo unspecified),102,4,-1,90,108,111,4,17
CCOC(=O)C1/C(=N\O)CC(C)(O)C(C(=O)OCC)C1c1ccc(OC)c(OC)c1 (stereo unspecified),97,-12,-2,89,96,93,2,6
Cc1ccc(S(=O)(=O)NCCNC(=O)C2CCCNC2=O)cc1 (stereo unspecified),92,3,1,92,96,92,3,2
CCOc1ccccc1NC(=O)CCN(c1ccc(C)cc1)S(=O)(=O)c1ccccc1,93,-5,30,103,92,91,-2,4
COC(=O)CSc1nnc(CNc2ccc(F)cc2)o1,107,6,2,90,107,113,2,-18
COc1ccc(Cl)cc1NC(=O)COC(=O)c1cc(C)oc1C,97,14,4,107,114,121,-1,-6
COc1ccccc1NC(=O)c1nn(-c2ccc(F)c(F)c2)ccc1=O,106,10,23,89,99,99,-5,-16
CCOc1cc(N2CCOCC2)c(OCC)cc1NC(=O)Cn1[nH]c(=O)c2ccccc2c1=O,104,6,5,i,96,101,12,-3&1
Nc1cc(=O)[nH]c(SCC(=O)Nc2ccc(F)c(Cl)c2)n1,104,22,1,95,103,116,3,-11
Cc1nc(NS(=O)(=O)c2ccccc2)sc1C(=O)NN,96,-11,6,114,98,100,-10,-6
NC(=S)N=Nc1ccc(NN=C(N)N)cc1,94,-29,4,97,91,105,-7,0
Cc1ccc(F)cc1NC(=O)CSc1nnc(CNC(=O)c2ccco2)n1C,92,9,-1,97,95,100,9,30
O=C(NCc1cccnc1)/C(=C/c1ccc(Cl)cc1)NC(=O)c1ccccc1,97,1,5,93,101,98,3,-3
COC(=O)Oc1cncc(C(=O)O)c1,100,8,-1,105,89,90,-3,-1
CC(C)CCN1CC(C(=O)NC(C)C)CC1=O (stereo unspecified),105,6,-2,106,95,96,2,nt
NS(=O)(=O)c1ccc2nc(NC(=O)c3ccc4ncsc4c3)sc2c1,127,4,-6,100,104,102,3,2
Cc1ccc(NC(=S)NCCc2c[nH]c3ccccc23)cc1,109,2,3,102,109,117,-4,0

# Exported with two lines to a compound: part of the list above
# Values run as follows: MEP2 TOR yeast	proCasp7 act	AHR act	CR mimetic SO	RPL19A TOR yeast	LAP4 TOR yeast	procasp3 activ	GASC-1 inh
O=C(NCc1cccnc1)/C(=C/c1ccc(Cl)cc1)NC(=O)c1ccccc1
→ 97	1	5	93	101	98	3	-3
Nc1cc(=O)[nH]c(SCC(=O)Nc2ccc(F)c(Cl)c2)n1
→ 104	22	1	95	103	116	3	-11
NC(=S)N=Nc1ccc(NN=C(N)N)cc1
→ 94	-29	4	97	91	105	-7	0
COc1ccccc1NC(=O)c1nn(-c2ccc(F)c(F)c2)ccc1=O
→ 106	10	23	89	99	99	-5	-16
CC(C)CCN1CC(C(=O)NC(C)C)CC1=O (stereo unspecified)
→ 105	6	-2	106	95	96	2	nt

# The results go on.
SMILES,MEP2 TOR yeast,proCasp7 act,AHR act,CR mimetic SO,RPL19A TOR yeast,LAP4 TOR yeast,procasp3 activ,GASC-1 inh
Cc1cc(N2CCOCC2)nc2ccc(NC(=O)C3CCC(C)CC3)cc12 (stereo unspecified),184*[may fluoresce violet],-1,2,79,57[may fluoresce violet],95[may fluoresce violet],8,-3
CSc1sc(-c2ccnc(SCCS(C)(=O)=O)n2)c(-c2ccccc2)c1C#N,103,9,0,95,101,109,8,3
COc1ccc(CNC(=O)CNS(=O)(=O)c2cccc(C#N)c2)cc1OC,95,nt,nt,105,99,90,nt,-1
Cc1cc(NC(=O)c2ccc3c(c2)OCCO3)no1,100,4,2,95,101,103,-5,-3
COc1cc(S(=O)(=O)n2nc(C)cc2C)c(OC)cc1Cl,102,3,-2,93,96,102,-4,5
O=C(NCc1cccnc1)C(=O)NCC1OCCCN1S(=O)(=O)c1ccc(Cl)cc1 (stereo unspecified),103,14,1,99,101,80,3,7
CCC(=O)Nc1ccc(NCc2ccc(-c3ccccc3)cc2)cc1,107,-11,-3,92,99,104,-6,-5
CCOC(=O)c1ccc(NC(=O)C2CCN(C(=O)c3ccc(OC)c(OC)c3)CC2)cc1,102,4,-2,104,94,97,6,7
CC1(C)CC(CC(=O)Nc2nccs2)(c2ccccc2)CCO1 (stereo unspecified),115,9,3,103,102,102,4,4
O=C1C2CCCCN2C(=O)N1CCN1CCN(c2ccc([N+](=O)[O-])cc2)CC1 (stereo unspecified),101,-2,0,103,98,101,2,9
O=C(c1cc2ccccc2oc1=O)N(Cc1ccccc1)Cc1ccc2c(c1)OCO2,91,4,1,95,96,112,7,3
O=C(CSc1nc2[nH]ncc2c(=O)[nH]1)N1CCCCC1,102,10,0,95,97,97,3,-3
O=C(Cn1cncn1)c1ccccc1Br,106,7,0,100,108,90,9,-16
COC(=O)NNC(=O)COc1ccc2ccccc2c1Br,100,-14,16,101,99,90,-1,-2
Cc1cc(C)nc(N(C#N)CC(=O)c2ccccc2)n1,97,2,44,96,94,88,-2,3
Cc1n[nH]c(=O)c2c(NC(=O)CSc3nc4ccccc4c(=O)n3CCCO)oc(C)c12,101,-4,1,120,98,104,0,6
CC(C)CC(COCc1ccc(Cl)cc1)N1CCN(C(=O)c2ccc(Cl)cc2Cl)CCC1=O (stereo unspecified),92,-9,1,95,94,135,5,9
CCOC(=O)[C@@H]1CCNC[C@@H]1c1ccccc1,106,5,3,99,nt,98,3,14
Cc1ccc(CNc2ccc(N3C(=O)CCCC3=O)cc2[N+](=O)[O-])cc1,nt,5,-1,96,nt,nt,0,-4
CC(C)c1ccccc1OCC(=O)NC1CCCc2ccccc21 (stereo unspecified),107,2,7,116,103,93,1,-4

# 2 compounds picked at random from the list so far, as already listed:
SMILES,MEP2 TOR yeast,proCasp7 act,AHR act,CR mimetic SO,RPL19A TOR yeast,LAP4 TOR yeast,procasp3 activ,GASC-1 inh
COC(=O)CSc1nnc(CNc2ccc(F)cc2)o1,107,6,2,90,107,113,2,-18
COc1cc(S(=O)(=O)n2nc(C)cc2C)c(OC)cc1Cl,102,3,-2,93,96,102,-4,5

# New compounds follow:
SMILES,MEP2 TOR yeast,proCasp7 act,AHR act,CR mimetic SO,RPL19A TOR yeast,LAP4 TOR yeast,procasp3 activ,GASC-1 inh
CCc1nn(CC(=O)NCCCc2ccccc2)c(=O)c2cc3c(OC)cccc3n12,98,10,3,118,99,90,3,-8
CCOC(=O)CNC(=O)CN1CCCN(S(=O)(=O)c2ccc(Br)s2)CC1,100,-4,-1,100,98,95,4,nt
COC(=O)CN1CCN(C(=O)c2ccc(F)cc2)c2ccccc2C1,83,-5,7,96,97,89,6,-6
Cc1cc(C)n2nc(C(=O)OCC(=O)NCc3ccccc3)nc2n1,108,-1,0,91,101,105,-2,-9
CCOC(=O)CSc1ccc2nnc(-c3cccs3)n2n1,102,0,0,96,94,85,-4,-15
O=[N+]([O-])c1ccc(N2CCN(CCO)CC2)cc1Sc1nc2ccccc2[nH]1,111,7,26,95,105,101,-13,-8
COc1ccc(OCCCC(=O)Nc2cccc([N+](=O)[O-])c2C)cc1,114,6,-1,108,100,108,1,0
Cc1noc(C)c1CSc1ccccc1C(=O)Nc1nccs1,86,3,4,99,92,88,6,14
CC(Sc1nc2ccccc2[nH]1)C(=O)NC1CCCCC1C (stereo unspecified),107,-7,10,nt,103,103,6,8
O=C(c1ccc(S(=O)(=O)c2ccccc2Cl)c([N+](=O)[O-])c1)N1CCN(Cc2ccccc2)CC1,107,9,1,89,106,104,0,10
CCc1nc2ccccc2c(C(=O)OCC(=O)NC2CCCC2)c1C,102,1,-3,101,100,101,-2,1
CCc1ccc(NC(=O)CCc2nc3sc4c(c3c(=O)[nH]2)CCCC4)cc1,96,1,7,96,94,96,7,6
Nc1nc(SCCOc2ccccc2)n[nH]1,105,4,1,91,97,99,4,-3
C/C(=N/NC(=O)c1ccc2c(c1)OCO2)c1cccc(NC(=O)C(C)(C)C)c1,101,-1,35,91,102,95,6,10
COC(=O)CSC1=C(C#N)C(=O)NC2(CCCCC2)S1,98,-10,1,96,96,96,-9,11
CCc1nnc(NC(=O)CSc2ccc(-c3ccc(F)cc3)nn2)s1,97,0,3,105,96,96,6,-3
Cc1cc(N2CCN(C)CC2)nc(N2CCOCC2)n1,103,-1,0,98,104,107,4,i
CCCN1CCOC(CC(=O)Nc2ccc([N+](=O)[O-])cc2)C1=O (stereo unspecified),102,-11,-2,102,97,95,-17,0
CCc1cc2c3c([nH]c2cc1S(=O)(=O)NCCCOC)CC(C)(C)CC3=O,104,7,2,106,105,89,6,5
COc1cccc(C2/C(=C(/O)c3cnn(-c4ccccc4)c3C)C(=O)C(=O)N2CCN(C)C)c1 (stereo unspecified),105,10,14,80,99,98,-13,-10
O=C(CN1C(=O)NC2(CCCc3ccccc32)C1=O)NC1CCCCC1 (stereo unspecified),97,-1,0,81,95,111,-4,-26
Nc1nc(-c2cccnc2)nn1S(=O)(=O)c1ccccc1,96,10,2,171,97,97,-6,7
COC(=O)C(C)Sc1nnc2n(-c3cccc(C)c3)c(=O)c3c4c(sc3n12)CCCC4 (stereo unspecified),93,-7,-1,103,96,84,4,-7
CN1CCN(NC(=O)c2cc(-c3ccc(Cl)s3)nc3ccccc23)CC1,94,-3,0,105,91,79,-4,-15

# Assay outcomes as filed in PubChem.
